# MITF inh: inhibitors of human MITF | AlphaScreen MITF homodimerization, bead proximity signal | O75030 | 0.91% of 650,000 active | inhibition, % at 2.6 µM; in the data active = inhibition above about 50%;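 note: 0% = vehicle wells with protein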
# Target sequence (O75030 whole entry, looked up): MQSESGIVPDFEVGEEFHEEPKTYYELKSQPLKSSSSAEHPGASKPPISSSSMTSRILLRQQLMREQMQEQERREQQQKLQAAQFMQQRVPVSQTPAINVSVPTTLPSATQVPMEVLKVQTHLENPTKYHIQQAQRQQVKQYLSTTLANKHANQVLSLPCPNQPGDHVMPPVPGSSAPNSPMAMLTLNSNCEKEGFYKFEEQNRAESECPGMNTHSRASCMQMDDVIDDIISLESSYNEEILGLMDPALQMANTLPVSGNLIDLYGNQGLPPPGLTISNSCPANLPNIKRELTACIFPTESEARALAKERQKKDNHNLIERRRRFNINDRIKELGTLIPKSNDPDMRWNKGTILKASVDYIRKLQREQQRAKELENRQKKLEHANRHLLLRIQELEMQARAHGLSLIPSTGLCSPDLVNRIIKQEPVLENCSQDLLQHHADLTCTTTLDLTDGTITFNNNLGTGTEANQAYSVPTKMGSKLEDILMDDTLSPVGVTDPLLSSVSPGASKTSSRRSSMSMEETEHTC
# FBW7 act: human FBW7 E3 ligase activation, primary screen; AlphaScreen FBW7–phospho-cyclin E peptide binding, activator screen; normalized activity (activation), % at 26.1 µM; 0.13% of 650,000 active; AID 1259310; in the data active = normalized activity above about 1.9%;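 note: purified mutant Fbw7 with reduced substrate affinity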
# GPR151 activ: activators of human GPR151. 1% of 650,000 active. PathHunter beta-arrestin GPR151 cells, luminescence. Q8TDV0. activation, % at 11.2 µM; in the data active = activation above about 4.9%;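 note: 0% = median of compound wells and 100% = cells with positive control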
# Target sequence (Q8TDV0 whole entry, looked up): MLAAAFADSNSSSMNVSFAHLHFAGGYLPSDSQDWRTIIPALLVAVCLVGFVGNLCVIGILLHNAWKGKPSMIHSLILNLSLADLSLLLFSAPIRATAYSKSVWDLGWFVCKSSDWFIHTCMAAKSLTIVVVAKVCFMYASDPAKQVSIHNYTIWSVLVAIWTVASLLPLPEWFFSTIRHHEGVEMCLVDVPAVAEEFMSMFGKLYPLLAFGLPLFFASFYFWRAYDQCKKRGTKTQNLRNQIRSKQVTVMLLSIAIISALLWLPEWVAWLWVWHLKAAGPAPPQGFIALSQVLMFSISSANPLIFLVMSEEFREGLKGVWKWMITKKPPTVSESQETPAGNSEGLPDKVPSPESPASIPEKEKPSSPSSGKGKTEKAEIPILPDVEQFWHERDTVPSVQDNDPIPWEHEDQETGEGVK
# TEAD-YAP inh: TEAD-YAP interaction inhibition | HEK-TIYL cells, TEAD-Gal4/YAP UAS-luciferase luminescence | inhibition, % at 9.12 µM | 1.4% of 640,000 active; in the data active = inhibition above about 32%;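 note: 0% = median of test compound wells and 100% = reference inhibitor wells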
# * marks the source's active call; other numbers are inactive results; & = joins results of further samples; ! = a repeat was not active.
SMILES,MITF inh,FBW7 act,GPR151 activ,TEAD-YAP inh
Cc1ccc(C2=C/C(=C/c3ccc(Cl)cc3)C(=O)O2)cc1,0,0.1,-0.7,15
O=C(Nc1ccc(Br)cn1)c1nn2c(C(F)(F)F)cc(-c3ccccc3)nc2c1Cl,11,0.0,-2.4,4
Cc1nc(NCCN(C)C)cc(-c2cncc(-c3ccc(F)cc3)c2)n1,12,0.3,-0.6,-17
CC(=O)N(C(C)=O)c1ccc(-c2cnc(-c3ccc(N(C(C)=O)C(C)=O)cc3)nc2)cc1,5,-0.2,0.6,0
Cc1nc(N)sc1N=Nc1cccnc1,2,-0.5,-0.6,-5
CC[C@@]1([C@@H]2O[C@@H]([C@H]3O[C@@](O)(CO)[C@H](C)C[C@@H]3C)C[C@@H]2C)CC[C@H]([C@]2(C)CC[C@]3(C[C@H](O)[C@@H](C)[C@@H]([C@@H](C)[C@@H](OC)[C@H](C)C(=O)O)O3)O2)O1,16&11&8,0.5&0.1&0.0,0.1&-0.6&0.7,79*
COc1ccc(-c2cccc3cnc(NC4CCC(C(=O)N5CCCC5)CC4)nc23)cc1F (stereo unspecified),9&-6,1.7&0.5,-2.5&-0.2,83*!
Cc1ccnc(NC(=O)CCS(=O)(=O)c2ccc3c(c2)CC(C)N3C(=O)C2CC2)c1 (stereo unspecified),-13,0.0,0.3,0
COc1cccc(-c2nnc(SCC(=O)Nc3ccccc3F)n2-c2ccccc2)c1,1,0.7,-0.3,17
COc1c(Cl)cc(C(=O)Nc2ccc(C(=O)O)cc2)cc1Cl,7,-0.1,3.3,-1
CCN(c1ccccc1)S(=O)(=O)c1ccc(C(=O)Nc2ccc3c(c2)C(=O)NC3=O)cc1,0,0.1,1.6,-12
Cc1ccc(C=Nc2c(C)n(C)n(-c3ccccc3)c2=O)cc1,1,0.0,0.8,-2
O=C(COc1ccc(Cl)cc1Cl)OCn1nnc2ccccc2c1=O,-7,0.0,-0.3,-9
O=C1CSC(c2ccccc2)N1CC(O)c1ccc([N+](=O)[O-])cc1 (stereo unspecified),6,0.0,-0.2,-5
O=C(CC(=O)NN=C1CCCCCC1)NCc1ccccc1,-4,0.4,-1.1,3
COc1cc(=O)n2c(c1C(=O)N1CCc3ccccc3C1)CCN(C1CCSC1)CC2 (stereo unspecified),-1,0.0,-0.3,-13
N#Cc1ccccc1NC(=O)CCN1C(=O)c2ccccc2C1=O,0,0.2,-0.7,-18
COC(=O)c1ccc(C(=O)OCc2nc3ccccc3[nH]2)cc1,-6,0.6,0.7,-1
c1ccc(CCN2CCC(Oc3cccc(-c4cccnc4)c3)CC2)nc1,19,0.5,-0.4,-5
CCC(=O)c1ccc(OCC(O)CN2CCN(C)CC2)cc1 (stereo unspecified),12,1.0,-1.3,-3
COc1ccc(-n2nc3c(c2NC(=O)COc2ccc(Cl)cc2Cl)CS(=O)(=O)C3)cc1,14,0.6,-1.1,0
CC1CC(C)CN(C(=O)Cn2cnc3c2c(=O)n(C)c(=O)n3C)C1 (stereo unspecified),1,0.2,-1.6,0
c1ccc(CNc2ccnc(Nc3ccc(-n4ccnc4)cc3)n2)cc1,16,0.2,1.6,4
O=C(NCc1cccnc1)c1csc(Oc2ccccc2)n1,3,0.0,-0.9,2
COc1ccc(C2=NOC(C(=O)Nc3cc(C)ccc3O)C2)cc1OC (stereo unspecified),-2,-0.1,1.1,-4
CC(=O)c1ccc(OC(=O)c2ccc(F)cc2)cc1,0,0.0,0.3,-9
O=C(CN1C(=O)C2C3C=CC(C3)C2C1=O)N1CCc2ccccc2C1 (stereo unspecified),-1,-0.1,-1.2,0
CC(C)OC(=O)c1ccc(NC(=O)C(C(C)C)N2C(=O)c3ccccc3C2=O)cc1 (stereo unspecified),10,-0.1,-1.5,3
Cc1ccc(S(=O)(=O)N2CCN(C(=O)COc3ccccc3)CC2)cc1,1,-0.1,0.8,-18
Cc1cccc(-c2noc(CN3CCN(c4ccc([N+](=O)[O-])cc4)CC3)n2)c1,6,-0.1,-1.1,3

# The closing 3 compounds of the section before open the next one.
SMILES,MITF inh,FBW7 act,GPR151 activ,TEAD-YAP inh
CC(C)OC(=O)c1ccc(NC(=O)C(C(C)C)N2C(=O)c3ccccc3C2=O)cc1 (stereo unspecified),10,-0.1,-1.5,3
Cc1ccc(S(=O)(=O)N2CCN(C(=O)COc3ccccc3)CC2)cc1,1,-0.1,0.8,-18
Cc1cccc(-c2noc(CN3CCN(c4ccc([N+](=O)[O-])cc4)CC3)n2)c1,6,-0.1,-1.1,3
Cc1ccc2c(c1C)NC(C(=O)O)C1CC=CC21 (stereo unspecified),65*,-1.3,-0.7,-15
Cc1c(Cl)cccc1NC(=O)CCC(=O)NNC(=O)c1ccco1,9,-0.3,-0.2,-6
COc1ccccc1NC(=O)c1cc[n+]([O-])cc1,13,0.0,0.6,1
COCCN(C(=O)c1ccc(Cl)cc1Cl)C1CCN(C)CC1,6,0.0,2.0,-10
CCN1CCSc2ccc(C(=O)NCc3ccccc3F)cc21,-4,-0.2,0.9,9
Cc1ccc2nc(CSc3nnc(-c4cccnc4)n3N)cc(=O)n2c1,5,0.3,0.1,2
N#CC1=C(N)NC(S)C(C#N)=C1c1ccccc1I (stereo unspecified),16,0.0,-1.1,5
COc1ccc(NC(=S)NC(=O)c2cccc(F)c2)cc1,13,0.1,1.3,-52
O=C(CN1C(=O)CCc2ccccc21)NCCC1=CCCCC1,-1,0.1,1.6,2
CCCN1CCc2nnc(C(C)NC(=O)c3ccoc3C)n2CC1 (stereo unspecified),-12,-0.6,2.0,-17

# Already shown: an excerpt of the list.
SMILES,MITF inh,FBW7 act,GPR151 activ,TEAD-YAP inh
CCN1CCSc2ccc(C(=O)NCc3ccccc3F)cc21,-4,-0.2,0.9,9
Cc1ccc2nc(CSc3nnc(-c4cccnc4)n3N)cc(=O)n2c1,5,0.3,0.1,2
N#CC1=C(N)NC(S)C(C#N)=C1c1ccccc1I (stereo unspecified),16,0.0,-1.1,5
COc1ccc(NC(=S)NC(=O)c2cccc(F)c2)cc1,13,0.1,1.3,-52
O=C(CN1C(=O)CCc2ccccc21)NCCC1=CCCCC1,-1,0.1,1.6,2
CCCN1CCc2nnc(C(C)NC(=O)c3ccoc3C)n2CC1 (stereo unspecified),-12,-0.6,2.0,-17

# (more compounds)
SMILES,MITF inh,FBW7 act,GPR151 activ,TEAD-YAP inh
O=C1Oc2ccccc2C(=O)/C1=C/N1CCCCC1,4,-0.1,-0.8,-9
O=C(O)Cn1c(O)c(C=Nc2ccccc2)sc1=S,0,-0.5,-1.1,-8
NS(=O)(=O)c1ccc(Nc2nc(-c3ccccn3)cs2)cc1,12,-0.2,1.0,-23
CCOc1ccc(C(=O)Nc2sc3c(c2C(=O)NCc2cccnc2)CCCC3)cc1,10,-0.1,0.6,8
Cc1ccccc1CN1C(=O)CSc2ccc(C(=O)NC3CCCCC3)cc21,0,-0.2,-0.5,-1
Cn1c(=O)c2c(ncn2CC(=O)OCC(=O)Nc2cc(Cl)ccc2C#N)n(C)c1=O,-1,-0.1,0.0,-8
CCN(CC)c1ccc2cc(C(=O)Nc3ccc(C#N)cc3)c(=O)oc2c1,13,0.8,0.7,-4
O=C(OCc1ccccc1)C1CCCN1c1nc(-c2ccc(Br)cc2)cs1 (stereo unspecified),11,0.3,0.2,-7
CCC1CCCCN1CCNC(=O)c1[nH]c(C)c(C(C)=O)c1C (stereo unspecified),6,0.0,0.3,-1
COc1ccc(Cl)cc1NC(=O)CCN1C(=O)c2ccccc2C1=O,4,-0.5,-0.8,-2
Cc1csc(NC(=O)c2c(C(=O)O)cccc2[N+](=O)[O-])n1,11,0.0,-0.2,0
COc1ccc(OC)c(NC(=O)c2c(NCc3ccc(OC)c(OC)c3OC)sc3c2CCC(C)C3)c1 (stereo unspecified),6,-0.1,2.1,4
COc1cc(NC(=O)Cn2nnc(-c3nc(-c4ccccc4)no3)c2N)cc(OC)c1,3,-0.1,0.0,-2
O=C(Cc1ccc(Cl)cc1)N1CCN(c2ccccc2F)CC1,11,0.3,-1.1,-11
COc1ccc(CCNC(=O)c2c(O)nc3c(C)cccn3c2=O)cc1OC,15,0.0,-1.0,-3
O=C(CSc1nc2ccccc2nc1Cc1cccc([N+](=O)[O-])c1)NCc1ccccc1,2,0.0,-0.7,-1
Cc1nonc1CN(C)C(=O)c1cccc(OC2CCN(CC(C)(C)C)CC2)c1,10,0.1,0.9,-5
COC(=O)c1cc(S(=O)(=O)Nc2cc(C)ccc2OC)cn1C,-25,-0.1,0.7,2
COc1cc(/C=N/N2C(C)CCCC2C)cc(OC)c1O (stereo unspecified),3,0.1,1.5,12
O=C(C(=O)N1CCN(Cc2ccc3c(c2)OCO3)CC1)N1CCN(Cc2ccc3c(c2)OCO3)CC1,-11,0.8,-2.0,2
CCOC(=O)CNC(=O)N1CCN(Cc2ccco2)CC1C(=O)NCc1ccccc1 (stereo unspecified),-6,0.0,1.8,0
COC(=O)c1ccc2c(c1)N(CC#N)C(=O)CS2,-10,0.1,0.7,-9
COCCNC(=O)Cn1ncn2nc(-c3ccc(OC)cc3)cc2c1=O,6,-0.2,-0.4,-9
COc1ccc(C(=O)c2ccccc2C)cc1,-6,0.2,-0.9,2
O=C(NCCCO)NC(=S)c1cccc2ccccc12,13,-0.2,0.4,6
CC(C)(C)NC(=O)C1CCC(CNS(=O)(=O)c2cccc3nsnc23)CC1 (stereo unspecified),6,-0.1,0.6,18
CC(=O)c1ccc(OCCCC(=O)NCc2cccc(Cl)c2)cc1,4,0.0,2.4,-2
CCOC(=O)c1c(C)[nH]c(C=O)c1Cc1cccc(Cl)c1,9,0.3,-0.5,0
O=C(NCCCc1ccncc1)C1CC12CCN(Cc1cccs1)CC2 (stereo unspecified),0,-0.1,-0.4,-17
c1ccc(-c2nc(N3CCCC3)nc3ccccc23)cc1,-5,0.8,-0.8,2
O=C(/C=C/c1cccs1)NCCC1=CCCCC1,-6,0.1,2.2,-63
CCC(=O)N1CCc2cc(Br)cc(S(=O)(=O)N(CC)CCN(C)C)c21,7,0.1,-1.1,9
CN=c1scc(-c2ccc(Br)s2)n1/N=C1\C(=O)Nc2ccccc21,10,0.1,0.5,-38
CCC(=O)NC(c1nnc2n1CCN(Cc1ccnc3ccccc13)CC2)C(C)C (stereo unspecified),16,0.1,1.1,-4
CCOC(=O)c1oc2ccccc2c1N=Cc1c(O)n(CC)c(=S)n(CC)c1=O,0,0.2,4.4,-11
Cc1ccc(/C=N/NC(=O)COc2cccc([N+](=O)[O-])c2)c(O)c1,-1,-0.1,-0.6,2
CCS(=O)(=O)N1CCCc2cc(NC(=O)C3CC(=O)N(c4ccc(F)cc4)C3)ccc21 (stereo unspecified),-5,-0.2,0.0,5
Cc1n[nH]c(C)c1N1C(=O)c2cccc3c([N+](=O)[O-])ccc(c23)C1=O,3,0.1,0.3,-5
Cc1ccc(-n2c(=O)c3c(n4c(SCC(N)=O)nnc24)-c2ccccc2CC32CCCCC2)cc1,-9,-0.1,-0.2,4
CC1CCCC(C)N1C(=O)Oc1ccccc1 (stereo unspecified),-4,-0.3,2.1,-21
COc1ccc(CCNC(=O)CSc2nc3cc4c(cc3c(=O)n2CCC(=O)NCc2ccc3c(c2)OCO3)OCO4)cc1OC,-4,-0.1,0.5,5
COc1ccc(CCNc2nc(Nc3cccc(N(C)C)c3)ncc2C)cc1,2,-0.3,2.7,16
CC(=O)C1=C(c2ccc(OC(F)F)cc2)N(C(C)=O)n2c(nnc2-c2ccccc2)S1,-4,-0.2,4.4,0
CN(Cc1n[nH]c2c1CCCC2)C(=O)CC1C(=O)NCCN1C/C=C/c1ccccc1 (stereo unspecified),6,0.3,1.5,11
COc1ccccc1/C=C1/C(=O)NC(=S)N(c2ccccc2F)C1=O,-11,-0.1,-0.2,-4
COCCn1c(CCC(=O)O)ccc1-c1ccc(Cl)cc1,22,1.1,-1.0,8
O=c1[nH]c(-c2ccccc2Cl)nc2ccccc12,13,-0.2,1.3,0
Cc1nccn1C(=O)c1ccccc1C(=O)O,-15,0.0,0.2,-4
CCOC(=O)C(C)OC(=O)c1cc([N+](=O)[O-])ccc1Cl (stereo unspecified),-8,-0.3,-0.2,-12
CCc1ccc(Oc2ncnc(N)c2[N+](=O)[O-])cc1,-4,0.0,0.1,12
CC(=O)Nc1ccc(CN2CCc3nnc(CCNC(=O)c4ccoc4)n3CC2)cc1,5,-0.1,0.1,8
COc1ccc(CCNC(=O)c2ccc(NS(C)(=O)=O)cc2)cc1OC,1,0.0,0.1,2
COc1ccc(CCNc2nc(Nc3ccccc3)nc3c2ncn3CCN2CCCC2=O)cc1,-4,-0.1,-1.1,23
